CHO-K1 Ca ag: counter-screen for M1 agonists: effect in parental CHO-K1 cells | Fluo-8 calcium fluorescence; scaled to maximal ATP response, vehicle zero | activation, % at 3 µM | 360,000 compounds, 0.48% hits | AID 602248; in the data active = activation above about 15%;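 also: untransfected CHO-K1 host cells lacking M1 receptor as counterscreen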
OXTR potentiate: potentiates the human oxytocin receptor response; P30559; CHO-OTR cells, Fluo-8 calcium fluorescence, potentiator mode; 0% = oxytocin EC15, 100% = EC100; activation, % at 3 µM; 320,000 compounds, 0.061% hits; AID 2445;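 active = activation above that plate's cutoff, the mean activation of tested compounds plus 3 SD, cut at about 6.6% in these data, passing the limit was not always enough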;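 also: 100% uses oxytocin at 75 nM as the full agonist control; some results filed as inactive read as strong as hits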
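Measured by – Fluo-8 calcium dye fluorescence · Test system – human OTR in CHO cells · Dosing – one concentration, 3.0 µM compound · Controls – EC15 oxytocin alone as 0%, 75 nM oxytocin as 100% · Evaluation – normalized max/min fluorescence ratio, % activation · Timing – 6 min pre-incubation, 100 s read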
M4 antag: CHRM4 antagonism in calcium assay | P08173 | CHO-hM4 cells, ACh EC80, Fluo-8 calcium fluorescence | inhibition, % at 3 µM | 360,000 compounds, 0.73% hits | AID 624125;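 active = inhibition above its plate's cutoff, the mean inhibition of sample wells plus 3 SD, cut at about 27% in these data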;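 also: 0% = acetylcholine EC80 with DMSO and 100% = DMSO without agonist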
Target sequence (P08173 whole entry, looked up): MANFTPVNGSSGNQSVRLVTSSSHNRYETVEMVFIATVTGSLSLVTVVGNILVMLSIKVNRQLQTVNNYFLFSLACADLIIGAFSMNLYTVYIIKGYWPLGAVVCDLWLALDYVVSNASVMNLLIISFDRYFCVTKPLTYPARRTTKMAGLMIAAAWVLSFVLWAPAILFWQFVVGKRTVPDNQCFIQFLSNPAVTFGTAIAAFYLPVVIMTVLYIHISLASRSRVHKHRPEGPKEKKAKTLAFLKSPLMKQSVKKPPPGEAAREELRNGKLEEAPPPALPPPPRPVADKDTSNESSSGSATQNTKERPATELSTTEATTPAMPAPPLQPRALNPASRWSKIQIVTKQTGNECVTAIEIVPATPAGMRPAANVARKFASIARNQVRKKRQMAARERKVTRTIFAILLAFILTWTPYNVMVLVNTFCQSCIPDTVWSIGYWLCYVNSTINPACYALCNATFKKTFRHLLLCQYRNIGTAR
CHRM1 agonist: agonists of human M1 muscarinic receptor. P11229. CHO-K1 hM1, Fluo-8 calcium fluorescence, agonist mode; 0% DMSO, 100% acetylcholine EC100. activation, % at 3 µM. 360,000 compounds, 0.33% hits;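 active = activation above the run's mean compound activation plus 3 SD, cut at about 16% in these data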;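 also: peak over basal fluorescence ratio within a 140 s kinetic read after compound addition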
Target sequence (P11229 whole entry, looked up): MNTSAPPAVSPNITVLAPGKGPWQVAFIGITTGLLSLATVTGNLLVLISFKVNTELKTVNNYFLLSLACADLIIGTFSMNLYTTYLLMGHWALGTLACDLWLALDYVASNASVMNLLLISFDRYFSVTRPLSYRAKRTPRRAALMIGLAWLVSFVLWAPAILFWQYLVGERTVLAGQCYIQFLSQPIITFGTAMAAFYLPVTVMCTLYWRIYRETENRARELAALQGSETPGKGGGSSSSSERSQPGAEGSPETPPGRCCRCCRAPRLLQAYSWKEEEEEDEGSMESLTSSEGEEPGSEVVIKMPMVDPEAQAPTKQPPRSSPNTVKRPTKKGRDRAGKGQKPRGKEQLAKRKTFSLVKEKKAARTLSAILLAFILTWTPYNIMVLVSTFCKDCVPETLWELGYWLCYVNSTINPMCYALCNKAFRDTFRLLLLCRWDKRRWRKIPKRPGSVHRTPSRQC
M1 antag: human CHRM1 antagonism | CHO-K1 hM1, Fluo-8 calcium fluorescence, ACh EC80 antagonist | inhibition, % at 3 µM | 360,000 compounds, 1.3% hits | AID 588852;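 active = percent inhibition above its own plate's cutoff, namely the mean of that plate's compound wells plus 3 SD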;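 also: peak over basal fluorescence ratio during 140 s after agonist addition; 0% = ACh EC80 plus DMSO and 100% = DMSO alone without agonist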
M1 PAM: potentiates human M1 receptor response to acetylcholine. P11229. CHO-K1 hM1, Fluo-8 calcium fluorescence, ACh EC20; 0% = ACh EC20, 100% = maximal ACh. activation, % at 3 µM. 360,000 compounds, 0.088% hits. AID 588819; in the data active = activation above about 19%, passing the limit was not always enough
CHO-K1 Ca antag: M1 antagonist counterscreen hit in parental CHO-K1 cells | ATP-induced calcium, Fluo-8 fluorescence | AID 602250 | 360,000 compounds, 0.6% hits | inhibition, % at 3 µM;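 active = inhibition above a per-plate cutoff, the plate's mean sample inhibition plus 3 SD, cut at about 24% in these data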;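 also: 0% = DMSO plus EC80 ATP and 100% = DMSO alone without ATP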
CHRM4 agonist: CHRM4 agonism in calcium assay. 360,000 compounds, 0.14% hits. activation, % at 3 µM. CHO-K1 hM4/Gqi5, Fluo-8 calcium fluorescence; vehicle 0%, full acetylcholine response 100%. P08173;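 active = activation above the run mean over all test wells plus 3 SD, cut at about 32% in these data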;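 also: peak over basal fluorescence ratio per well then scaled between controls; 0% = DMSO wells and 100% = acetylcholine at EC100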
CHO parental Ca: counter-screen: ATP calcium response change in parental CHO cells; parental CHO-K1, ATP-induced calcium, Fluo-8 fluorescence; AID 463079; inhibition, % at 5.6 µM; 330,000 compounds, 0.63% hits;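 active = inhibition above that plate's mean sample inhibition plus 3 SD, cut at about 26% in these data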;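 also: 0% = ATP-challenged DMSO wells and 100% = DMSO wells without ATP; some compounds past the cut are filed as inactive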
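Test system: parental CHO cells; detection: calcium-sensitive Fluo-8 fluorescence; evaluation: percent inhibition of calcium signal; also added: ATP as calcium-mobilizing challenge; repeats: one well per compound; control set: ATP-challenged DMSO wells low, unchallenged DMSO wells high; compound: single nominal dose of 5.6 µM per compound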
Starred values were filed as active, the others as inactive; . = no result given.

SMILES	CHO-K1 Ca ag	OXTR potentiate	M4 antag	CHRM1 agonist	M1 antag	M1 PAM	CHO-K1 Ca antag	CHRM4 agonist	CHO parental Ca
CCOC(=O)N1CCN(Cc2nc(Cc3cccc(F)c3)no2)CC1	0.3	-16	12	-2	-13	8	-13	-1	-2
Cc1nc(C)c(-c2csc(NCc3ccccc3)n2)s1	0.6	-12	-5	-2	6	-2	13	4	3
Cc1nc(C(C)NC(=O)c2cc(COc3ccc(C)c(C)c3)on2)c(C)s1 (stereo not drawn)	3.4	-5	-23	-5	-3	-2	-2	5	-23
COc1ccc(C2=CC(=O)C[C@H](c3ccc(F)cc3)C2)cc1F	0.7	-5	0	-4	0	0	-18	5	-25
O=C(Cn1cncn1)N/N=C/c1cccnc1	0.4	-10	-11	6	-5	10	-2	0	-7
Cc1c(C(=O)NCc2ccco2)sc2nc(-c3ccccc3)cn12	1.4	-6	-21	3	-2	4	12	9	-10
Cc1cccc(OCCOc2ccccc2C=C(C#N)C#N)c1	2.8	3	20	-12	5	-5	-4	5	20
COc1ccc(C(CNC(=O)COc2ccc(Cl)cc2C)N2CCCCC2)cc1 (stereo not drawn)	7.5	-20	5	-4	-9	7	6	0	-12
O=S(=O)(/N=C(/NS(=O)(=O)c1ccccc1)c1ccccc1)c1ccccc1	0.0	-4	-7	-5	-3	8	-10	1	-5
COc1ccc(NC(=O)CN2C(=O)NC(C)(c3ccc(C)cc3)C2=O)c([N+](=O)[O-])c1 (stereo not drawn)	5.3	-12	-1	2	-11	10	-19	5	-17
CC(NC(=O)COC(=O)c1ccccc1SCC(=O)N1CCCC1)c1ccccc1 (stereo not drawn)	1.8	-11	-19	-3	10	-4	9	7	-27
C/C(Cn1nc([N+](=O)[O-])cc1C)=N\NC(=O)COc1ccccc1[N+](=O)[O-]	-0.2	-6	-3	-9	-4	10	-5	1	-19
Cc1ccc(/C=C/C(=O)N2CCN(S(=O)(=O)c3c(C)c(C)cc(C)c3C)CC2)o1	1.0	-3	9	-11	-1	5	-15	0	-17
Fc1ccc2[nH]c3c(N4CCN(c5ccccc5)CC4)ncnc3c2c1	11	-33	38*	7	54*	-18	27*	25	59*
COc1ccccc1NC(=O)c1sc2nc(Cc3ccccc3)cc(C(F)(F)F)c2c1N	0.5	6	12	-5	6	-4	-7	0	3
CCCCC[C@H]1CCCCC[C@H](O)C[C@@H](O)[C@H](O)/C=C/C(=O)O1	2.6	.	-9	.	.	.	-25	3	.
CC1(C)N=C(N)N=C(N)N1c1ccc(F)cc1F	-0.4	-15	4	-5	3	0	-5	0	-15
Cc1ccc(NC=C(S(=O)(=O)c2ccccc2)S(=O)(=O)c2ccccc2)cc1	0.3	-9	1	-8	-9	6	1	0	-18
O=C(c1ccc(Cl)c(S(=O)(=O)N2CCCC2)c1)N1CCN(c2ccccc2)CC1	11	-8	4	-6	5	-3	9	2	-19
O=C(CS(=O)(=O)Cc1ccccc1)Nc1ccc(Cl)cn1	0.6	-4	-9	0	-11	12	-9	2	-7
Cc1ccccc1-n1ncc2c(SCC(=O)N3c4ccccc4CC3C)ncnc21 (stereo not drawn)	3.1	-6	-12	-5	-8	-9	-14	6	-28
O=C1NC(=O)C(c2ccccc2)(C2CCCC2)N1 (stereo not drawn)	0.6	.	-6	-5	-4	9	-9	0	.
C#CCOCCOCCOCCNc1nc(N2CCN(C(=O)[C@H](Cc3cc4ccccc4[nH]3)n3cc([C@@H](N)CC(C)C)nn3)CC2)nc(N2CCN(C(=O)[C@H](Cc3cc4ccccc4[nH]3)n3cc([C@@H](N)CC(C)C)nn3)CC2)n1	0.1	-15	6	-6	10	-1	-7	1	-10
CCc1c(C)nc2ncnn2c1N1CCC(C(=O)N2CCN(c3ccc(F)cc3)CC2)CC1	-0.3	0	3	-8	-4	4	-18	-2	-5
CN(C)S(=O)(=O)c1ccc(/C(O)=C2/C(=O)C(=O)N(Cc3cccnc3)C2c2cccs2)cc1 (stereo not drawn)	0.3	4	-2	-4	4	1	-12	1	-4
Cc1nn(CC(=O)NC2CCS(=O)(=O)C2)c(C)c1S(=O)(=O)N(C)C (stereo not drawn)	8.3	-7	0	-1	6	-5	3	2	-3
O=C(O)c1cc(NC(=O)c2ccc3c(c2)C(=O)N(Cc2cccnc2)C3=O)cc(C(=O)O)c1	1.3	-2	-2	-1	-16	12	-12	1	0
Nc1nc2ccccc2n1S(=O)(=O)c1ccccc1	0.0	.	5	-11	14	-17	14	1	.
Cc1c(NC(=O)CSc2n[nH]c(=O)n2-c2ccccc2)c(=O)n(-c2ccccc2)n1C	2.1	-16	-2	-9	-4	11	0	0	-6
CCc1ccc(N2CC(C(=O)NCc3ccc4c(c3)OCO4)CC2=O)cc1 (stereo not drawn)	0.4	2	10	-2	-1	-1	-6	-1	-12
CCc1nnc(NC(=O)CC(CN(C)S(=O)(=O)c2ccccc2)c2ccccc2)s1 (stereo not drawn)	1.8	-3	2	-3	7	-6	4	6	-10
CCCCN1CC(O)=C(c2nc(-c3ccc(Br)cc3)cs2)C1=N	-0.1	-2	10	-2	1	4	-5	1	-10
COc1cc2c(cc1OC)CN(C(=O)c1sc(-c3cnccn3)nc1C)CC2	3.5	1	-2	-2	-4	5	-12	10	-12
COc1cccc(C(=O)N(CN2CCCC2=O)c2cccc(Cl)c2)c1	-0.4	-11	-5	-5	0	1	10	0	-17
Cc1c(C)c2ccc(OCC(=O)Nc3ccccc3C(N)=O)cc2oc1=O	0.0	1	-13	-3	-9	5	-4	2	-6
Cc1c(C)n(C(=O)CN2CCN(c3ccccc3)CC2)c2ccccc12	-0.2	-18	7	-3	-17	2	-8	0	-22
O=C(Nc1ccc(N2CCCC2)cc1)c1ccc([N+](=O)[O-])cc1Cl	0.1	-8	-3	-8	-5	7	-6	0	-7
Cc1ccc(C(=O)Nc2ccccc2C(=O)O)cc1S(=O)(=O)NCc1ccccc1	0.4	-5	-1	-2	1	5	-5	-1	-14
C=CCNCCCCOc1ccc(OCc2ccccc2)cc1	1.1	-7	-3	-11	3	-8	2	11	-6
COc1ccc([C@@H]2[C@@H]3C(=O)N(C(C)(C)C)C(=O)[C@@H]3[C@]3(Cc4ccccc4)C(=O)N(c4ccc(OC)cc4)C(=O)N23)cc1	0.1	5	9	-5	-2	10	-5	-1	-24

Reprinted at random: three records from the list, in no set order.
SMILES	CHO-K1 Ca ag	OXTR potentiate	M4 antag	CHRM1 agonist	M1 antag	M1 PAM	CHO-K1 Ca antag	CHRM4 agonist	CHO parental Ca
C=CCNCCCCOc1ccc(OCc2ccccc2)cc1	1.1	-7	-3	-11	3	-8	2	11	-6
COc1cc2c(cc1OC)CN(C(=O)c1sc(-c3cnccn3)nc1C)CC2	3.5	1	-2	-2	-4	5	-12	10	-12
CCc1nnc(NC(=O)CC(CN(C)S(=O)(=O)c2ccccc2)c2ccccc2)s1 (stereo not drawn)	1.8	-3	2	-3	7	-6	4	6	-10

Later entries
SMILES	CHO-K1 Ca ag	OXTR potentiate	M4 antag	CHRM1 agonist	M1 antag	M1 PAM	CHO-K1 Ca antag	CHRM4 agonist	CHO parental Ca
Nc1ccccc1C(=O)NC(=O)Nc1ccc(Oc2ncc(Br)cn2)c(Cl)c1	0.3	.	-7	-1	-10	-1	-5	1	.
CN(C)CCNC(=O)C(=O)NCC1CCCN1S(=O)(=O)c1cccs1 (stereo not drawn)	0.6	-5	-3	-5	0	1	5	1	-4
O=C(CN(C(=O)CNS(=O)(=O)c1ccccc1)C1CCCC1)NCc1ccco1	0.3	0	-5	-5	-11	7	-8	0	-24
C/C(=N\NC(=O)CCc1c[nH]c2ccccc12)c1ccc([N+](=O)[O-])cc1	1.2	-10	-7	-6	1	4	-5	2	0
COc1cccc(CN2CCN(S(=O)(=O)c3ccc(Cl)s3)CC2)c1	-0.3	-13	-7	-5	7	-8	0	1	0
COc1ccc(Oc2ncccc2[N+](=O)[O-])cc1	0.1	0	4	-3	-17	16	1	0	-13
COc1ccccc1-c1ccc(SCc2cccc(C)c2)nn1	0.4	-8	-4	-4	7	4	-16	0	48*
O=C(NCc1cc(C(F)(F)F)cc(C(F)(F)F)c1)C1CC(c2ccccc2F)=NO1 (stereo not drawn)	-0.3	-2	3	-4	6	4	-13	0	-20
O=C(NCC(=O)N1CCN(S(=O)(=O)c2ccccc2C(F)(F)F)CC1)c1sc2ccccc2c1Cl	0.7	-3	2	-2	-2	8	-10	1	-7
CC(C)c1nnc(NC(=O)CN2C(=O)c3ccccc3C2=O)s1	0.0	4	-1	-3	-7	5	-14	2	5
NC(=O)N/N=C/c1ccccc1OC(=O)c1cc2ccccc2oc1=O	0.9	-3	-2	-5	-4	2	-6	3	1
Cc1ccc(NC(=O)c2ccc3snnc3c2)cc1C	9.3	-4	0	-4	0	0	-2	1	-3
CCOC(=O)c1nc2nc(C)c(Cl)c(=O)n2[nH]1	-0.3	-6	4	0	-2	7	16	0	-1
COc1ccccc1CNC(=O)COC(=O)c1ccc(C)s1	4.3	-3	2	-2	3	0	3	16	-1
Oc1ccccc1C(Nc1nccs1)c1ccc2cccnc2c1O (stereo not drawn)	-0.3	-4	-7	5	-18	15	-15	0	-19
Cc1ccc(Nc2nc(CSc3n[nH]c(N)n3)cs2)cc1	0.5	-2	5	-1	-7	6	-6	0	13
COC(=O)Cc1cn(-c2ncc(C(F)(F)F)cc2Cl)c2ccccc12	-0.1	-7	0	-6	-19	3	-6	-2	-10
Cc1ccc(-c2nn(Cc3ccccc3)cc2C(=O)N2CCN(c3ccccn3)CC2)cc1	-0.5	-2	1	-2	-2	3	9	1	-24
COC(=O)C1C(O)=C(C=Nc2ccc3ccccc3c2)C(=O)CC1(C)C (stereo not drawn)	0.4	-13	8	-3	-1	3	-9	0	-12
Cc1cc(C)c2nc(N3CCN(C)CC3)c(C#N)cc2c1	0.3	-8	1	-3	14	-5	-5	0	-24
CC(C(=O)Nc1sccc1C(N)=O)N1C(=O)C2CC=CCC2C1=O (stereo not drawn)	1.1	-3	5	-1	4	-4	-4	2	-1
O=C(c1ccccc1)N(Cc1ccc(F)cc1)C1CCS(=O)(=O)C1 (stereo not drawn)	0.5	1	1	-5	-11	5	-12	1	-3
CCN(CC)c1cc(Cl)c2nonc2c1N	0.0	-5	3	-5	-4	3	-7	0	-8
CC1(C(=O)NS(=O)(=O)c2ccccc2Cl)CCN1C(=O)Cc1ccc(Cl)cc1Cl (stereo not drawn)	0.1	.	-18	-2	-12	7	1	0	.
O=S(=O)(Nc1nc2ccccc2nc1N1CCN(CCO)CC1)c1cc(F)ccc1F	0.1	-5	-2	-2	-3	4	0	0	-1
CCCCOC(=O)c1ccc(Nc2ccc([N+](=O)[O-])cn2)cc1	0.3	-6	17	-4	-8	9	-8	0	7
COc1ccc(O)c(C(=O)c2cnc3c(c2)c(C)nn3C)c1	1.6	-9	0	-3	-2	7	2	3	-17
S=C1NCN(Cc2cccnc2)CN1Cc1ccccc1	-0.1	-4	-1	-2	-15	18	1	1	-5
Cc1ccc2nc(-c3ccncc3)[nH]c2c1	-0.1	-1	-7	1	-7	17	1	0	13
